Screens deposited in PubChem by National Center for Advancing Translational Sciences (NCATS).
RORgamma inh: inhibitors of mouse ROR gamma transcriptional activity; 310,000 tested, 5.4% active; Potency, µM (top dose mostly 53.6 µM), inactives show at the top dose activity change, negative = inhibition, actives largely listed as inhibitors; AID 2551; Drosophila S2 Gal4-RORgamma UAS-luciferase reporter, 20 h; P51450; also: nearly all actives have a fitted effect of over 60% in size
Target sequence (P51450 whole entry, looked up, the tested form may be a part): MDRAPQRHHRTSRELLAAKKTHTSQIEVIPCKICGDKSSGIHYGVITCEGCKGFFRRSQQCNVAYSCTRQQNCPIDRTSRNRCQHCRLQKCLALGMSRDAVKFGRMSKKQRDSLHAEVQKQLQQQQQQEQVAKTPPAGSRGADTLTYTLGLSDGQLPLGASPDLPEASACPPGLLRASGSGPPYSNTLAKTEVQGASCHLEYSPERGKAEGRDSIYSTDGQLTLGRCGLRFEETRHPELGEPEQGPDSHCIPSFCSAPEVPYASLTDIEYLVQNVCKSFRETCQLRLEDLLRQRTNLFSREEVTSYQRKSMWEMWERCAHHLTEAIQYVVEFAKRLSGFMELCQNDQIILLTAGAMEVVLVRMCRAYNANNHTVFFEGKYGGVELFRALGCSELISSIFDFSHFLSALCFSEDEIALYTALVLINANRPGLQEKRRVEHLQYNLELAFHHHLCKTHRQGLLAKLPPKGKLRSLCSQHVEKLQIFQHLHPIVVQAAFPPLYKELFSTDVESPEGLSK
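Drosophila S2 cells stably expressing Gal4-DBD/mouse RORγ fusion under metallothionein promoter plus UAS-luciferase; compound 1 h, then 700 uM CuSO4 induction for 20 h at ambient temperature; inhibition read as reduced luminescence.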
Gal4-VP16 FLuc: inhibits Gal4-VP16 luciferase reporter, ROR gamma counter-screen; AID 2546; Potency, µM (series often up to 53.6 µM), for inactives: at the top dose activity, negative = inhibition, actives largely listed as inhibitors; 310,000 tested, 3.5% active; Drosophila S2 Gal4-VP16 UAS-luciferase, luminescence, 20 h;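 also: Gal4-VP16 expression switched on by copper sulfate through the metallothionein promoter; nearly all actives have a fitted effect of over 50% in size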
The depositor's hits bear a star; & = joins results of further samples; [ ] = another dose, or the depositor's remark. Calls follow the shape of the dose curve; as a rule, active = well fitted curve in the direction sought with a large enough effect; inconclusive = small, poorly fitted or top-dose-only effect, or another doubt; inactive = no such curve, though single readings can be large; an effect the other way counts as inactive or inconclusive. % is scaled to controls: 0 for no effect and ±100 for the full control effect; potency is read from the fitted curve at half-maximal effect. This is a subset; the hit share may differ from the screen's.

For COC(=O)[C@@]1(Cc2ccc(OC)cc2)[C@H]2c3cc(C(=O)N(C)C)n(Cc4ccc(C)c(F)c4F)c3C[C@H]2CN1C(=O)c1ccccc1 the results were RORgamma inh 25% and Gal4-VP16 FLuc -12%.
For CSCC[C@H](NC(=O)[C@H](CC(C)C)NC(=O)[C@H](Cc1c[nH]c2ccccc12)NC(=O)[C@H](CCC(N)=O)NC(=O)[C@@H](NC(=O)[C@H](Cc1ccccc1)NC(=O)[C@H](CC(=O)O)NC(=O)[C@H](CCC(N)=O)NC(=O)[C@H](C)NC(=O)[C@H](CCCNC(=N)N)NC(=O)[C@H](CCCNC(=N)N)NC(=O)[C@H](CO)NC(=O)[C@H](CC(=O)O)NC(=O)[C@H](CC(C)C)NC(=O)[C@H](Cc1ccc(O)cc1)NC(=O)[C@H](CCCCN)NC(=O)[C@H](CO)NC(=O)[C@H](Cc1ccc(O)cc1)NC(=O)[C@H](CC(=O)O)NC(=O)[C@H](CO)NC(=O)[C@@H](NC(=O)[C@H](Cc1ccccc1)NC(=O)[C@@H](NC(=O)CNC(=O)[C@H](CCC(N)=O)NC(=O)[C@H](CO)NC(=O)[C@@H](N)Cc1cnc[nH]1)[C@@H](C)O)[C@@H](C)O)C(C)C)C(=O)N[C@@H](CC(N)=O)C(=O)N[C@H](C(=O)O)[C@@H](C)O the results were RORgamma inh -20% and Gal4-VP16 FLuc -7%.
For CCNc1ncc2nc(-c3cc(F)cc(F)c3)c(=O)n(Cc3ccc(F)cc3)c2n1 the results were RORgamma inh 9% and Gal4-VP16 FLuc -4%.
For Cc1noc(C)c1-c1cc(NCc2cccs2)ncn1 the results were RORgamma inh -20% and Gal4-VP16 FLuc 13%.
For O=C1[C@@H]2[C@H]3[C@H](O)[C@H](O)C/C(=N/OC[C@@H](O)COCc4ccco4)[C@@H]3CC[C@H]2C(=O)N1c1ccc(F)cc1F the results were RORgamma inh -14%[10 µM] and Gal4-VP16 FLuc -5%[10 µM].
C=C(C(C)=O)C(O)c1ccco1 (configuration not stated) was read as RORgamma inh 36% and Gal4-VP16 FLuc 7%.
COC(=O)C1=C(C)[C@@H](O)[C@@H](C)[C@H](c2c(OC)c(OC)c(C)c(OC)c2OC)O1 was read as RORgamma inh -2%[10 µM] and Gal4-VP16 FLuc -11%[10 µM].
Cn1cccc1C(=O)N1CCC2(CC1)CN(Cc1cc(C(F)(F)F)cc(C(F)(F)F)c1)C2 was read as RORgamma inh 4% and Gal4-VP16 FLuc -4%.
For COc1ccc(Oc2ncc3nc(-c4cccc(C#N)c4)c(=O)n(C)c3n2)cc1 the results were RORgamma inh -20% and Gal4-VP16 FLuc 0%.
For COc1cc(OC)c2c(=O)c(-c3ccccc3)c(C)oc2c1OC the results were RORgamma inh 26% and Gal4-VP16 FLuc 0%.
For Cc1ccccc1C1CC(=O)Oc2ccc(O)cc21 (configuration not stated) the results were RORgamma inh -12%[96.6 µM] and Gal4-VP16 FLuc -4%[96.6 µM].
For NC(Cc1ccccc1)C(O)c1ccco1 (configuration not stated) the results were RORgamma inh -8% and Gal4-VP16 FLuc 0%.
CCN1C(=O)[C@H]2[C@H]3[C@H](O)[C@H](O)C/C(=N/OCc4ccccc4)[C@H]3CC[C@@H]2C1=O was read as RORgamma inh -5%[10 µM] and Gal4-VP16 FLuc -9%[10 µM].
CC(=O)NCCNc1ncnc2ccc(-c3ccccc3C)cc12 was read as RORgamma inh 3% and Gal4-VP16 FLuc -9%.
Screening COc1ccc(-c2nc3cnc(OC)nc3n(CCC#N)c2=O)cc1 returned RORgamma inh -9% and Gal4-VP16 FLuc 8%.
`O=C(/C=C/c1ccccc1)OC1CC(O)C2(O)C=CO[C@@H](OC3OC(CO)C(O)C(O)C3O)C12` (some centres not stated) gave RORgamma inh -2% and Gal4-VP16 FLuc -13%.
`COc1ccc(C(C)=O)c(O)c1` gave RORgamma inh -35% and Gal4-VP16 FLuc 0%.
`CCCCC/C=C\C[C@@H]1O[C@H]1C(O)/C=C\C/C=C\CCCC(=O)O` (some centres not stated) gave RORgamma inh -16% and Gal4-VP16 FLuc 2%.
CC(=O)N1C2(C=CC1(C)C(=O)NCc1ccc(C)o1)CCCCC2 (configuration not stated) was read as RORgamma inh 13% and Gal4-VP16 FLuc inconclusive.
For Cc1cc(=O)oc2cc(NC(=O)CC(N)C(=O)O)ccc12 (configuration not stated) the results were RORgamma inh -7% and Gal4-VP16 FLuc 7%.

The final 4 records of the section above come first, to join the parts:
`COc1ccc(C(C)=O)c(O)c1` gave RORgamma inh -35% and Gal4-VP16 FLuc 0%.
`CCCCC/C=C\C[C@@H]1O[C@H]1C(O)/C=C\C/C=C\CCCC(=O)O` (some centres not stated) gave RORgamma inh -16% and Gal4-VP16 FLuc 2%.
CC(=O)N1C2(C=CC1(C)C(=O)NCc1ccc(C)o1)CCCCC2 (configuration not stated) was read as RORgamma inh 13% and Gal4-VP16 FLuc inconclusive.
For Cc1cc(=O)oc2cc(NC(=O)CC(N)C(=O)O)ccc12 (configuration not stated) the results were RORgamma inh -7% and Gal4-VP16 FLuc 7%.
`Cc1ccc(SCC(Cc2ccccc2)N2CCN(C)CCC2=O)cc1` (configuration not stated) gave RORgamma inh 3% and Gal4-VP16 FLuc -10%.
For CN1CCN(c2ncncc2-c2ccc(N(C)C)cc2)CC1 the results were RORgamma inh 2% and Gal4-VP16 FLuc 7%.
Screening O=C(N[C@@H](c1ccccc1)[C@@H]1C[C@H]1C(=O)NCc1ccccc1)OCc1ccccc1 returned RORgamma inh inconclusive and Gal4-VP16 FLuc inconclusive.
Screening COC(=O)[C@H]1C[C@@H]1[C@H](NC(=O)c1cc(C)nn1C)c1ccccc1 returned RORgamma inh -3% and Gal4-VP16 FLuc 14%.
For O=c1cc(-c2ccccc2O)oc2c1ccc1ccccc12 the results were RORgamma inh 7% and Gal4-VP16 FLuc -17%.
`COc1ccc(Oc2ncc3nc(-c4cccs4)c(=O)n(Cc4cccc(OC)c4)c3n2)cc1` gave RORgamma inh 1% and Gal4-VP16 FLuc -7%.
`O=C(c1csnn1)N1CCC2(CCCN(c3cccc(-c4ccccc4)c3)C2)CC1` gave RORgamma inh -3% and Gal4-VP16 FLuc 2%.
`Cc1[nH]c(/C=C2/C(=O)Nc3ccc(S(=O)(=O)Cc4c(Cl)cccc4Cl)cc32)c(C)c1C(=O)N1CCCC1CN1CCCC1` (configuration not stated) gave RORgamma inh inconclusive and Gal4-VP16 FLuc inconclusive.
Cc1cc(O)c(C)c2c1CC[C@H]1[C@H](C)C(=O)O[C@H]21 was read as RORgamma inh -19% and Gal4-VP16 FLuc 17%.
Cc1noc(C)c1C(=O)N1CCC2(CCCN(C(=O)NC(C)C)C2)CC1 was read as RORgamma inh 14% and Gal4-VP16 FLuc 5%.
CC(C)(C)Nc1oc(-c2ccccc2)nc1-c1ccccc1 was read as RORgamma inh -21% and Gal4-VP16 FLuc 2%.
Cc1noc(C)c1C(=O)N1CCC[C@@]2(CCN(c3cccc(-c4ccccc4)c3)C2)C1 was read as RORgamma inh 7% and Gal4-VP16 FLuc 0%.
For COC(=O)C/C=C\[C@@H](C)[C@@H](/C=N\OC[C@@H](O)[C@H]1O[C@H]2OC(C)(C)O[C@H]2[C@@H]1O)OC the results were RORgamma inh -11%[10 µM] and Gal4-VP16 FLuc -4%[10 µM].
Cn1c(=O)c(-c2cc(F)cc(F)c2)nc2cnc(Oc3ccccc3)nc21 was read as RORgamma inh 27% and Gal4-VP16 FLuc 0%.
Screening C[C@@]12CCc3occc3[C@H]1CC[C@@]13C[C@@H](CC[C@H]12)[C@@](O)(CO)C3 returned RORgamma inh -19% and Gal4-VP16 FLuc 1%.
For O=c1cc(-c2ccc(O)cc2)oc2cc(OC3OC(CO)C(O)C(O)C3O)c(C3OC(CO)C(O)C(O)C3O)c(O)c12 (configuration not stated) the results were RORgamma inh 3% and Gal4-VP16 FLuc -7%.
Screening Clc1ccccc1-c1ccc2ncnc(NC3CCNCC3)c2c1 returned RORgamma inh -18% and Gal4-VP16 FLuc 0%.
`CC1=C(/C=C/C(C)=C\C=C\C(C)=C\C(=O)O)C(C)(C)CCC1` gave RORgamma inh inconclusive and Gal4-VP16 FLuc 5%&-10%.
Screening Cn1cccc1C(=O)N1CCC2(CCN(C(=O)Nc3cccc(F)c3)CC2)CC1 returned RORgamma inh 33% and Gal4-VP16 FLuc 16%.
`CCC/C=C(\CCC)C(NS(=O)(=O)c1ccccc1)c1ccc(C(F)(F)F)cc1` (configuration not stated) gave RORgamma inh inconclusive and Gal4-VP16 FLuc inconclusive.
N[C@@H](C(=O)O)c1ccc(P(=O)(O)O)cc1 was read as RORgamma inh -16% and Gal4-VP16 FLuc 0%.
COC(=O)CCCC[C@@H]1SC[C@@H]2NC(=O)N[C@@H]21 was read as RORgamma inh 7% and Gal4-VP16 FLuc 8%.
COc1ccc(C2CC(=O)Oc3c(C(CCN4CCOCC4)c4ccc5c(c4)OCO5)c(OC)cc(OC)c32)cc1 (configuration not stated) was read as RORgamma inh -17% and Gal4-VP16 FLuc -17%.
Screening O=c1c(-c2ccccc2)nc2cnc(N3CCOCC3)nc2n1Cc1ccc(F)cc1 returned RORgamma inh 1% and Gal4-VP16 FLuc 6%.
`C/C=C/c1ccc2oc(-c3ccc(O)cc3)c(C)c2c1` gave RORgamma inh inconclusive and Gal4-VP16 FLuc inconclusive.
For C=CCOC(=O)N[C@@H](CCc1ccccc1)C(C(C)=O)C(C)=O the results were RORgamma inh 16% and Gal4-VP16 FLuc -8%.
CC[C@H](C)[C@H](NC(=O)[C@H](Cc1ccccc1)NC(=O)[C@H](C)NC(=O)[C@H](CC(=O)O)NC(=O)[C@H](CCCCN)NC(=O)[C@H](CO)NC(=O)[C@@H]1CCCN1C(=O)[C@@H]1CCC(=O)N1)C(=O)NCC(=O)N[C@@H](CC(C)C)C(=O)N[C@@H](CCSC)C(N)=O was read as RORgamma inh 0% and Gal4-VP16 FLuc -7%.
Screening C=C(C)C(O)/C=C/CCCCCCC (configuration not stated) returned RORgamma inh -2%[10 µM] and Gal4-VP16 FLuc -8%[10 µM].
Screening CN(C)C(=O)c1ccc(-c2nc(N(C)C)c3ccccc3n2)cc1 returned RORgamma inh 12% and Gal4-VP16 FLuc -15%.
`CC[C@H](C)[C@H](NC(=O)[C@H](CCC(=O)O)NC(=O)[C@@H](N)CO)C(=O)N[C@@H](CCC(N)=O)C(=O)N[C@@H](CC(C)C)C(=O)N[C@@H](CCSC)C(=O)N[C@@H](Cc1cnc[nH]1)C(=O)N[C@@H](CC(N)=O)C(=O)N[C@@H](CC(C)C)C(=O)NCC(=O)N[C@@H](CCCCN)C(=O)N[C@@H](Cc1cnc[nH]1)C(=O)N[C@@H](CC(C)C)C(=O)N[C@@H](C)C(=O)N[C@@H](CO)C(=O)N[C@H](C(=O)N[C@@H](CCC(=O)O)C(=O)N[C@@H](CCCNC(=N)N)C(=O)N[C@@H](CCSC)C(=O)N[C@@H](CCC(N)=O)C(=O)N[C@@H](Cc1c[nH]c2ccccc12)C(=O)N[C@@H](CC(C)C)C(=O)N[C@@H](CCCNC(=N)N)C(=O)N[C@@H](CCCCN)C(=O)N[C@@H](CCCCN)C(=O)N[C@@H](CC(C)C)C(=O)N[C@@H](CCC(N)=O)C(=O)N[C@@H](CC(=O)O)C(=O)N[C@H](C(=O)N[C@@H](Cc1cnc[nH]1)C(=O)N[C@@H](CC(N)=O)C(=O)N[C@@H](Cc1ccccc1)C(=O)O)C(C)C)C(C)C` gave RORgamma inh -14% and Gal4-VP16 FLuc 5%.
For COC(=O)N1[C@H](C)C=C[C@]1(Cc1ccccc1)C(=O)NCc1ccc(C)o1 the results were RORgamma inh 10% and Gal4-VP16 FLuc -23%.
Screening CN1CCN(c2ncnc3ccc(-c4ccc5c(c4)OCO5)cc23)CC1 returned RORgamma inh 5% and Gal4-VP16 FLuc -27%.
Screening Cc1ccc(-c2cc(C3C4C=CCC(C)C4C(=O)N3Cc3ccccc3)ccc2F)cc1 (configuration not stated) returned RORgamma inh 2% and Gal4-VP16 FLuc -3%.
Screening C/C(=C\CNc1ncnc2c1ncn2[C@@H]1O[C@H](CO)[C@@H](O)[C@H]1O)CO returned RORgamma inh -16% and Gal4-VP16 FLuc -7%.
`Cc1noc(C)c1-c1nc(Nc2ccc(F)cc2)c2ccccc2n1` gave RORgamma inh 19% and Gal4-VP16 FLuc 1%.
CC(=O)Nc1ccc(SCC(CC(C)C)N2CCN(C)CCC2=O)cc1 (configuration not stated) was read as RORgamma inh -17% and Gal4-VP16 FLuc -2%.
C[C@H](CCC(=O)NCC(=O)O)[C@H]1CC[C@H]2[C@H]3[C@@H](C[C@@H](O)[C@]12C)[C@]1(C)CC[C@H](O)C[C@@H]1C[C@@H]3O was read as RORgamma inh 1%[16.9 µM] and Gal4-VP16 FLuc -28%[17 µM].
`O=c1c(-c2ccc(F)cc2)nc2cnc(N3CCNCC3)nc2n1-c1ccccc1` gave RORgamma inh -40% and Gal4-VP16 FLuc -13%.
`O=C(Nc1ccccc1)N1CC[C@@]2(CCCN(C(=O)c3ccncc3)C2)C1` gave RORgamma inh -1% and Gal4-VP16 FLuc -6%.
`CCCn1c(C)nc2c(NCCN3CCCC3)nc(C)nc21` gave RORgamma inh 5% and Gal4-VP16 FLuc -1%.
